Screening results: PubChem, National Center for Advancing Translational Sciences (NCATS)
RECQ1 inh: blocks DNA unwinding by human RECQ1 | AID 2549 | P46063 | 240,000 tested, 0.54% active | Potency, µM (series often up to 57.3 µM), without a hit: at the top dose activity, negative = inhibition, usual class: inhibitors | RECQ1 DNA unwinding, red fluorescence kinetic read;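 note: plate controls were vehicle for no effect and no enzyme for full effect; nearly all actives have a fitted effect of over 30% in size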
Target sequence (P46063 whole entry, looked up): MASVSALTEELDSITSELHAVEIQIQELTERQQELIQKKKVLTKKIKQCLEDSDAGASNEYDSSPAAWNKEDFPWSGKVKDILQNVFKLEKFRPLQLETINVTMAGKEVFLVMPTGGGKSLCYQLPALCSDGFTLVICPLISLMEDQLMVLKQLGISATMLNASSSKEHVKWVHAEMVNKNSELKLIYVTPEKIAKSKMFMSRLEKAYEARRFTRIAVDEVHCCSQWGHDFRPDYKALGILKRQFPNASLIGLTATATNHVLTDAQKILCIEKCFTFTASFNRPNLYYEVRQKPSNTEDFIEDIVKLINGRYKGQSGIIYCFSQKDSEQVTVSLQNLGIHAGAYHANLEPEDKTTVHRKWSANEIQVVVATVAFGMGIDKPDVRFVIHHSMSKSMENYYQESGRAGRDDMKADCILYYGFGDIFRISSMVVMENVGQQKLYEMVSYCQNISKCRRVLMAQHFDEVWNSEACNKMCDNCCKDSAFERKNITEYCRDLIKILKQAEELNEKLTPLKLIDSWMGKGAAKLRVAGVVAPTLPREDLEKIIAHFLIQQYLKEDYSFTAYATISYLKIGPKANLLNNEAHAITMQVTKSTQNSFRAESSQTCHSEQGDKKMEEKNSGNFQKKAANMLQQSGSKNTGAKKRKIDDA
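RECQ1T1 50 nM; forked duplex (20 bp + 30-nt ss tails) 200 nM, ATP 2 mM final; pH 8.0, 2 mM MgCl2, 2.5 ug/ml poly(dI-dC); 15 min compound preincubation; discontinuous kinetic read over 2 h at RT.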
TRb-SRC2 inh: inhibitors of human thyroid hormone receptor beta-SRC2 interaction | P10828 | TRbeta-SRC2 peptide binding, fluorescence polarization; receptor liganded with 1 µM T3 | Potency, µM (highest dose often 106 µM), inactives show at the highest dose activity change, negative = inhibition, usual class: inhibitors | 280,000 tested, 0.065% active | AID 1469;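 note: plate controls were bound peptide for no effect and peptide without receptor for full effect; nearly all actives have a fitted effect of over 50% in size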
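Read-out is fluorescence polarization (555 nm excitation, 632 nm emission) of a Texas Red SRC2 coactivator peptide; loss of signal reflects blocked binding to human TRb ligand-binding domain in the presence of 1 uM T3.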
SMN2 splice up: SMN2 splice variant enhancement | HEK293 SMN2-luciferase splicing reporter, luminescence, 30-36 h | Potency, µM (top dose mostly 46.1 µM), inactives show at the highest dose activity change, positive = activation, actives largely listed as activators | 210,000 tested, 2.8% active; note: % of control where 0% means no effect; nearly all actives have a fitted effect of over 55% in size
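HEK293 cells carry an SMN2 […]–luciferase reporter in which exon 7 inclusion puts luciferase in frame. Cells were plated 10-12 h before compound addition, then incubated 30-36 h at 37C. ONE-Glo luminescence was read; sodium butyrate at 4.5 mM final served as control.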
JMJD2E inh: JMJD2E (human) inhibition. Potency, µM (doses to about 57.1 µM), without a hit: at the top dose activity change, negative = inhibition, actives largely listed as inhibitors. 230,000 tested, 1.6% active. JMJD2E catalytic domain, FDH-coupled NADH fluorescence (FDH is formaldehyde dehydrogenase). AID 2147. B2RXH2; active = well fitted inhibition curve with a large enough effect, not every such curve was filed as active; inconclusive = small, poorly fitted or top-dose-only effect, or another doubt; inactive = no such curve, though single readings can be large or run the other way;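 note: 0% = wells with enzyme and -100% = buffer wells without enzyme; nearly all actives have a fitted effect of over 50% in size; many of its hits are not listed in these tables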
ALDH1A1 inh: ALDH1A1 (human) enzyme inhibition; P00352; Purified ALDH1A1, NADH fluorescence, propionaldehyde substrate; Potency, µM (top dose mostly 75.3 µM), inactives show at the highest dose activity, negative = inhibition, actives largely listed as inhibitors; 220,000 tested, 7.3% active; active = well fitted inhibition curve with a large enough effect, not every such curve was filed as active; inconclusive = small, poorly fitted or top-dose-only effect, or another doubt; inactive = no such curve, though single readings can be large or run the other way;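 note: plate controls were no enzyme wells and a reference inhibitor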
TexasRed fluor: counter-screen for TRb-SRC2 inhibitors: fluorescence interference. TRb/SRC2 Texas Red total fluorescence interference. AID 1479. Potency, µM (highest dose often 106 µM), for the others: top-dose fluorescence change, negative = quenching. 280,000 tested, 0.29% active; active = well fitted curve in either direction with a large enough effect; inconclusive = small, poorly fitted or top-dose-only effect; note: % is set by controls: 0 for no effect and ±100 for the full control effect
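Human TRb ligand-binding domain at 0.6 uM with 20 nM Texas Red SRC2 peptide in Tris buffer containing 1 uM T3 and 5% DMSO, incubated with compound 5 h at ambient temperature. Total fluorescence (555/632 nm) calculated as parallel + 2 × perpendicular.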
RGS12 GoLoco inh: inhibitors of human Gai1-RGS12 GoLoco interaction (red fluorophore); P63096; Gai1:RGS12 GoLoco peptide FP, rhodamine, 10 min; Potency, µM (top dose mostly 61.6 µM), for inactives: top-dose activity, negative = inhibition, most hits filed as inhibitors; 230,000 tested, 0.44% active; AID 880; active = well fitted inhibition curve with a large enough effect, not every such curve was filed as active; inactive = no such curve, though single readings can be large or run the other way; note: % is set by controls: 0 for no effect and ±100 for the full control effect; nearly all actives have a fitted effect of over 30% in size; many of its hits are not listed in these tables
Target sequence (P63096 whole entry, looked up): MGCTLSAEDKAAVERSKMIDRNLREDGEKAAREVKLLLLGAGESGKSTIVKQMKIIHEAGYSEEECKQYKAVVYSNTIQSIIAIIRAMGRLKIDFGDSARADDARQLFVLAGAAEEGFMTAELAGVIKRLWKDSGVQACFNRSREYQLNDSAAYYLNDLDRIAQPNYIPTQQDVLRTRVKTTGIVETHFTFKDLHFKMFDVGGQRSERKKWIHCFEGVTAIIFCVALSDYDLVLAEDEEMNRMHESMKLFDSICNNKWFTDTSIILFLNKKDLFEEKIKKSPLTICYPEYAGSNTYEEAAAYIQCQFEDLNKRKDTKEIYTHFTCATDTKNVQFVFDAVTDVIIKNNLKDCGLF
Lamin A splicing: LMNA splicing modulation. 200,000 tested, 0.01% active. HeLa LMNA splicing GFP/RFP minigene ratio, 48 h. AID 1487. Potency, µM (series often up to 46.1 µM), for the others: at the highest dose ratio change, negative = inhibition, actives largely listed as inhibitors; active = well fitted inhibition curve with a large enough effect in the signal ratio, with a control signal flat, not every such curve was filed as active; inconclusive = small, poorly fitted or top-dose-only effect, or effect the other way, or a change in a side signal; the % refers to the signal ratio; note: % is set by controls: 0 for no effect and ±100 for the full control effect
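S3 HeLa cells stably expressing lamin A-EGFP splicing minigene plus DsRed2, 600 cells/well, 48 h compound exposure at 37C. Laser-scanning cytometry; analysed as GFP (500-530 nm)/RFP (575-640 nm) total intensity ratio; 0.5% DMSO vehicle.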
* marks the source's active call; other numbers are inactive results; i = inactive; ? = inconclusive; . = no result given; & = joins results of further samples; [ ] = another dose, or the depositor's remark. Unless noted, calls come from the whole dose curve; as a rule, active = well fitted curve in the direction sought with a large enough effect; inconclusive = small, poorly fitted or top-dose-only effect, or another doubt; inactive = no such curve, though single readings can be large; an effect the other way counts as inactive or inconclusive. Potency is the fitted concentration of half-maximal effect. Not all compounds are listed (hit frequency here may not be typical).

SMILES	RECQ1 inh	TRb-SRC2 inh	SMN2 splice up	JMJD2E inh	ALDH1A1 inh	TexasRed fluor	RGS12 GoLoco inh	Lamin A splicing
CN(Cc1ccccc1)CC(O)COc1ccc(CNCc2cccnc2)cc1 (stereo not given)	1%	5%	.	-3%	?	1%	8%	-9%[46 µM]
Cc1ccc(NC(=O)CN(C)CC(=O)Nc2ccccc2C(=O)Nc2ccccc2)cc1	-9%	-6%	-13%	-8%	?	-4%	9%	-11%[46 µM]
CC1(C)CC(=O)c2cnc(NC(=O)c3ccco3)nc2C1	-3%	-3%	8%	6%	?	2%	1%	9%
COC(=O)C(C(=O)OC)c1ccccc1[N+](=O)[O-]	-3%&-1%	3%&6%	5%&25%	-14%&-6%	?	-3%&-1%	2%&4%	3%
COc1cccc(C(=O)NC(=S)Nc2ccc(Cl)c(C(=O)O)c2)c1	i	-14%	-3%	-5%	?	1%	-11%	0%
CCC(=O)Nc1ccc(-c2cc(-c3ccccc3)nc(-c3ccc(NC(=O)CC)cc3)n2)cc1	-5%	12%	-16%	?	?	0%	2%	9%
CCCS(=O)(=O)c1c(S(=O)(=O)CCC)c2c(N)cccn2c1C(=O)c1ccc(OC)cc1	?	-5%	.	-40%	-5%	-3%	10%	?
CCOC(=O)CNC(=O)Nc1nnc(-c2ccc(OCC)cc2)o1	-14%	-12%	-7%	?	?	3%	17%	4%
COc1ccccc1-c1nn2c(=O)cc(C)nc2s1	i	-5%	?	?	?	0%	-9%	4%
S=c1[nH]ncn1/N=C/c1cccs1	i	-10%	.	1%	.	-1%	1%	.
CCCn1c(C)nc2c(NCCCN(C)C)nc(C)nc21	-7%	5%	-5%	15%	14%	0%	-5%	.
CCCCC(=O)Nc1cccc(-c2nc3ncccc3o2)c1	-3%	9%	-29%	?	?	-1%	9%	-2%
Clc1ccc(Br)cc1-c1nc(-c2ccncc2)no1	i	-21%	?	-4%	0%	-1%	0%	7%
O=C1c2cccc3cccc(c23)C(=O)N1CCCN1CCN(c2ccc(F)cc2)CC1	i	2%	-24%	?	-10%	1%	-14%	?
CCC1(C)Cc2ccccc2/C(=C/C(=O)N2CCCCC2)N1 (stereo not given)	-9%	-7%	-11%	1%	-9%	2%	3%	20%
CC1(C)Cc2c(sc3ncn4nnnc4c23)CO1	-3%	5%	.	3%	?	1%	.	3%
CCC(CNc1cc(OC)cc2cccnc12)NC1CCCCC1 (stereo not given)	?	?	.	16%	?	5%	28µM*	.
C/C(=N\Nc1nc(C)cc(-c2ccccc2)n1)c1ccc(C)o1	-9%	11%	-40%[inhibitor]	-13%	-7%	-1%	9%	3%
Cc1cc(C)n(-c2nncn2NC(=O)c2ccc(Cl)cc2O)n1	i	5%	2%	?	?	-1%	13%	2%
Fc1ccc(Oc2ncccn2)c(F)c1	-7%	1%	15%	12%	7%	-1%	7%	8%
CCOc1ccc(CN2CCN(CC(O)Cn3c4ccccc4c4ccccc43)CC2)cc1 (stereo not given)	-28%	-4%	-66%[inhibitor]	-6%	5%	-1%	8%	?
COc1ccccc1Nc1ncccc1C(=O)NCc1ccccc1	-6%	-5%	-8%	?	-4%	-7%	-16%	?
Cc1ccc(Nc2c3c(nc4ncnn24)CC(C)CC3)cc1 (stereo not given)	-1%	3%	38%	0%	-2%	-6%	8%	-28%
CC(C)CC1(C(=O)NCc2ccccn2)C=CCN1C(=O)c1ccccc1 (stereo not given)	-2%&-3%	0%&10%	-8%&1%	2%&5%	1%&8%	1%&2%	5%&3%	-4%
CS(=O)(=O)N1CCC(C(=O)NCCN2CCN(Cc3ccccc3)CC2)CC1	-18%	-21%	-6%	-30%	-9%	1%	3%	10%

(more compounds)
SMILES	RECQ1 inh	TRb-SRC2 inh	SMN2 splice up	JMJD2E inh	ALDH1A1 inh	TexasRed fluor	RGS12 GoLoco inh	Lamin A splicing
O=C(NCCCCNC(=O)c1ccccn1)c1ccccn1	-3%	5%	.	-28%	-13%	2%	-4%	-2%[46 µM]
O=C(CSc1ccsc1[N+](=O)[O-])N1CCCCC1	i	7%	5%	1%	?	-1%	12%	.
O=C(OCc1cccc2ccccc12)c1ccc2c(=O)[nH]c(CN3CCOCC3)nc2c1	i	-1%	-8%	1%	-6%	-2%	7%	3%
COc1ccc(CC(=O)Nc2ccc3c(c2)CCC3)cc1S(=O)(=O)N1CCOCC1	1%	-5%	-24%	9%	3%	4%	10%	-1%
Nc1nonc1C(=O)OCC(=O)N1CCCCC1	0%	-5%	-12%	-3%	?	-4%	-6%	4%
COc1cccc(C2CC(c3cccs3)=NN2C(=O)CSC2=NN3CCCC(=O)N=C3S2)c1OC (stereo not given)	i	-13%	-2%	-26%	?	0%	-4%	-22%
O=C(Nc1ccc(CN2CCCCC2)cc1)c1cccc(F)c1	i	-4%	20%	8%	9%	0%	-1%	7%[46 µM]
COc1ccc(-c2c(C#N)c(SCC(=O)c3cc4ccccc4oc3=O)nc(C)c2C(=O)Nc2ccccc2)cc1	1%	-14%	-74%[inhibitor]	?	?	-2%	-3%	?
Fc1ccc(CSc2nc3ccccc3[nH]2)cc1	-8%	6%	11µM*	6%	3%	0%	3%	?
O=C(O)c1ccc(N/N=C/C2=Cc3ccccc3OC2)cc1	1%	0%	.	?	.	-11%	0%	.
Cn1c(SCC#N)nc2ccccc2c1=O	4%	-1%	.	4%	.	-1%	4%	.
CN(C)S(=O)(=O)c1ccc(C(=O)NCC(=O)N/N=C/c2ccccc2)cc1	-2%	-2%	-45%[inhibitor]	12%	?	2%	10%	.
CCn1c(Cn2nnc(-c3ccccc3)n2)nnc1SCC(=O)Nc1cccc(C)c1C	0%	0%	-25%	-1%	?	-1%	2%	?
Cc1ccc(C(=O)OCC(=O)N2CC(=O)Nc3ccccc32)s1	i	-5%	-1%	2%	?	1%	3%	?
COC(=O)c1ccc2c(=O)n(C3CCCCC3)c(SCC#N)nc2c1	-10%	-20%	-21%	3%	?	-1%	-13%	10%
O=S(=O)(Nc1ccc(N2CCOCC2)cc1)c1ccc(Cl)s1	i	-1%	-5%	3%	11%	2%	1%	-20%
COC(=O)C(NC(C)=O)(Nc1sc2c(c1C(N)=O)CCCC2)C(F)(F)F (stereo not given)	-13%	11%	1%	1%	?	-3%	-13%	1%
CCC(C)[C@@H](C(=O)Nc1ccc2c(c1)OCO2)N1Cc2ccccc2C1=O (stereo not given in full)	-17%	6%	2%	1%	?	-4%	13%	-1%
CCCCNC(=O)CN(CCc1ccccc1)S(C)(=O)=O	-4%	-10%	6%	10%	-3%	-1%	-6%	1%
CCCN(CCC)CCCNC(=O)c1ccc2c(c1)N(CC)C(=O)c1ccccc1S2=O (stereo not given)	-5%	6%	4%	-10%	-5%	-5%	-4%	5%
Cc1ccc(C(=O)ON=C2CCN(S(=O)(=O)c3ccccc3)CC2)cc1	-11%	3%	-18%	2%	?	-2%	-6%	-6%
COc1ccc(Sc2nc(-c3ccccn3)ncc2OC)cc1	1%	-2%	-74%[inhibitor]	3%	?	-1%	12%	?
CC(C)Oc1ncnc2c1[nH]c1ccccc12	i	5%	.	?	?	-1%	-6%	.
C/C=C/OC(=O)NC(c1ccccc1)[C@@]1(C(=O)OCC)CCCC1=O (stereo not given in full)	-6%[11.5 µM]	2%[11.2 µM]	.	.	?	-3%[11.2 µM]	.	.
Cc1cccc(C)c1N1CCN(S(=O)(=O)N2CCOCC2)CC1	-12%	-20%	-4%	-11%	?	-2%	-3%	17%

(further entries)
SMILES	RECQ1 inh	TRb-SRC2 inh	SMN2 splice up	JMJD2E inh	ALDH1A1 inh	TexasRed fluor	RGS12 GoLoco inh	Lamin A splicing
CC(=O)NCCn1c(SCC(=O)NCCC(C)C)nc2ccccc2c1=O	4%	-1%	-18%	3%	1%	-1%	6%	-2%
CCCCN(Cc1cc2cc(OC)ccc2[nH]c1=O)C(=O)c1ccco1	-3%	-3%	-8%	?	?	0%	-9%	-1%
CC(=O)O[C@@H]1CC(C)=C2[C@H]1[C@H](C)CC[C@H]2/C=C(\C)C(=O)O	-9%	6%	1%	.	-5%	-3%	-3%	.
CC1CC(Nc2ccccc2)c2ccccc2N1C(=O)c1cccnc1 (stereo not given)	-4%	-2%	-18%	-6%	4%	-5%	7%	?
Cc1ccc(C)c(CSc2nnc(-c3ccccn3)n2N)c1	7%	-5%	-10%	5%	10µM*	-3%	6%	17%
O=C1[C@H]2[C@H]3[C@H](O)[C@H](O)C/C(=N/OCc4ccccc4)[C@H]3CC[C@@H]2C(=O)N1C[C@@H]1CCCO1	i[11.5 µM]	1%[11.2 µM]	.	.	-15%[13.5 µM]	-22%[11.2 µM]	.	.
CC(=O)OC[C@@H]1O[C@H](CCO/N=C(\C)CCC(=O)OC[C@@H]2O[C@H](C#Cc3ccccc3)C=C[C@@H]2Oc2ccc(C)cc2)C=C[C@@H]1OC(C)=O	-6%[11.5 µM]	4%[11.2 µM]	.	.	18%[13.5 µM]	-21%[11.2 µM]	.	.
OC1(c2ccc(F)cc2)CCN(Cc2nnnn2Cc2cccs2)CC1	-9%	10%	?	-4%	4.5µM*	-1%	-3%	4%
O=C(CNC(=O)c1ccc(Br)cc1)NCC(=O)OCc1ccc(Cl)cc1	i	8%	4%	-3%	1%	-3%	-6%	26%[46 µM]
COc1cccc(-n2c(SCC(=O)NCCC3=CCCCC3)nc3n[nH]c(C)c3c2=N)c1	-11%	-15%	-14%	?	20µM*	1%	10%	?
O=C(O)c1ccc(CSc2nnc(SCc3ccccc3)s2)cc1	-4%	-9%	-16%	3%	-14%	-1%	2%	?
CCOC1CCCCC1NS(=O)(=O)c1ccc(Cl)cc1 (stereo not given)	7%	2%	-4%	3%	1%	0%	-3%	7%
O=C(O)c1ccccc1N(Cc1ccccc1)C(=O)CO/N=C/c1ccccc1	i	-6%	-12%	-3%	-1%	-1%	-2%	-10%
N#C/C(=N\Nc1ccc(Br)cc1)C(=N)N1CCOCC1	-1%	-6%	?	0%	?	-1%	-14%	.
